# sdo1 growth = growth rescue of sdo1-depleted yeast, primary screen, S. cerevisiae, bone marrow failure model; S. cerevisiae sdo1-depleted JHY4D growth rescue, OD600 30 h; stronger effect = higher value; pdr5 snq2 efflux-pump mutant strain; z-score at 10 µM; actives 0.21% (n = 140,000); AID 817, 2007;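 active means z-score above 3 at both the 24 hr and the 30 hr optical density reads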;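 further: z-score against mean and SD of all compound wells on the same plate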
# Insulin prom inh = inhibitors of insulin promoter-driven GFP, primary screen, imaging, TRM-6 cells (human fetal islet line), eGFP reporter, cell count | reporter expression induced with tamoxifen | inhibition, % at 2 µM | actives 0.9% (n = 130,000) | AID 1273, 2008;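 active means inhibition above the mean plus 3 SD, with well images judged a real hit on visual review, cut at about 60% in these data, passing the limit was not always enough; inconclusive means inhibition over the cutoff but images rejected on review; inactive means inhibition not above the cutoff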
# sdo1 growth Rescue 24 h = recorded beside sdo1 growth, whose call it bears; z-score; S. cerevisiae sdo1-depleted JHY4D growth rescue, OD600; measured here: growth rescue at 24 h;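 0 is the plate mean of compound wells and units are plate SD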
# An asterisk follows results filed as active; ? = inconclusive; / = not tested or not shown. Rows were taken by chance. About 0.92% of those tested had a hit in this group.
SMILES,sdo1 growth,sdo1 growth Rescue 24 h,Insulin prom inh
CCCCNC(=O)/C(=C/c1ccccc1)NC(C)=O,2.2,0.64,-2
CCc1ccc2nc(SCC(=O)N3CC(=O)Nc4ccccc43)c(C#N)cc2c1,-1.2,-0.92,-212
COC(=O)c1cn(NC(=O)c2cnccn2)c(=O)c2ccccc12,-1.3,-0.54,19
Cc1nn2c([nH]c(=O)c3ccccc32)c1C=O,-0.96,-1.6,-35
CCN1C(=O)C2(SC(NC(C)=O)=NN2C(C)=O)c2cc(C)cc(C)c21 (configuration not stated),0.72,-0.21,0
O=C(N/C(=C/c1cccs1)C(=O)N1CCCCCC1)c1ccccc1,-0.01,-0.75,-252
CCN1CCN(C(c2cccs2)C(C)NC(=O)C(C)C)CC1 (configuration not stated),-0.16,-0.8,/
CC1(C)Cc2c(cnn2-c2ccccc2)C(=O)/C1=N\NC(=O)c1ccccc1N,-0.31,0.95,-42
CC(C)NC(=O)c1cc2cc([N+](=O)[O-])ccc2s1,1.1,0.74,-15
Cc1cccc(CCNS(=O)(=O)c2ccc(S(=O)(=O)N3CCCCC3)cc2)c1,-0.9,0.67,-400
Cc1cccc(OCCCC(=O)Nc2nccs2)c1,/,/,-31
COCCN(C(=O)COc1ccccc1)c1nnc(-c2cccnc2)s1,-0.1,0.33,23
CCOCCCNC(=S)Nc1ccc2nc(N3CCCC3)cc(C)c2c1,0.63,0.18,-23
O=C1CCC(C(=O)NCc2cccnc2)N1 (configuration not stated),0.75,0.57,-6
O=C(/C=C/c1ccccc1[N+](=O)[O-])NCC1CCCO1 (configuration not stated),1.7,2,-16
COCCNC(=S)N/N=C/c1ccccc1C(=O)O,0.04,-0.57,-13
COCCCNCCCCOc1ccc(C)cc1[N+](=O)[O-],0.7,-0.12,15
COc1cc(CC(=O)OCC(=O)Nc2ccc3c(c2)OCCO3)cc(OC)c1OC,-0.18,-0.08,19
CCCCn1c(SCC(=O)Nc2cc(C)on2)nc2ccccc2c1=O,-0.61,-0.12,/
Cc1ccn2c(C(=O)N/N=C/c3ccc(CNC(=O)C(=O)Nc4ccc(C)c(C)c4)o3)c(C)nc2c1,0.56,0.66,-3
O=C(Cc1ccc(Br)cc1)N1CCN(c2ccc(F)cc2)CC1,-0.2,-0.18,-25
CC(C)c1onc(C(=O)N2CCCCC2C)c1[N+](=O)[O-] (configuration not stated),0.2,-0.3,24
CC(C)Oc1ccc(C2CC(=O)N(c3ccc(N(C)C)cc3)C2=O)cc1 (configuration not stated),1.3,2.3,63
COc1ccc(Cn2nnnc2C(c2ccc(N(C)C)cc2)N2CCC(C)CC2)cc1 (configuration not stated),0.03,-0.09,/
CC(C)c1cc(=O)oc2c3c4c(cc12)CCCN4CCC3,-1,-1.1,/
COc1ccccc1N1CCN(C(=O)CSc2ncccc2-c2nc3ccccc3[nH]2)CC1,-0.3,-0.02,-16
Cc1cc(C(=O)N2CCCc3ccccc32)no1,-0.48,-1.8,50
O=C(CSc1nnc(Cc2ccccc2)n1-c1ccccc1)N1CCOCC1,0.37,0.59,/
O=C(NCCc1ccccc1)c1ccc(-c2ccccc2C(F)(F)F)o1,-1,-0.29,-5
Cc1cc(Nc2ccc(C)c(F)c2)n2ncnc2n1,-0.04,-0.35,/
CC(C)N(Cc1ccccc1)S(=O)(=O)N(C)C,0.85,1.4,15
Cc1c(CCO)c(=O)n(-c2ccccc2)n1S(=O)(=O)c1c(Cl)cc(Cl)cc1Cl,-1.6,-1.3,-151
CCOC(=O)C1=C(C)N(CCCC(=O)O)C(=O)NC1c1ccc(OC)cc1 (configuration not stated),0.3,0.03,25
Cc1ccc(C(=O)N/N=C(/CC(=O)c2cccs2)C(F)(F)F)cc1,-1.3,-1.4,-50
C=C(C)COc1ccc2c(C)c(CC(=O)OC)c(=O)oc2c1C,-2.2,-1,10
CC(C)=CC1C(C(=O)Nc2ccc(Br)cn2)C1(C)C (configuration not stated),-0.72,-0.5,/
Cc1n[nH]c(C)c1-c1nc2ccccc2[nH]1,0.82,0.68,57
O=c1[nH]c(SCCOc2ccccc2F)nc2ccccc12,/,/,-14
Cc1c(NC2=CC(=O)CCC2)c(=O)n(-c2ccccc2)n1C,/,/,5
COc1cc(CNCC2CCCO2)ccc1OCC(N)=O (configuration not stated),/,/,11
CCN(CC)C(=O)CSc1nc2nc(C)cc(C)c2c(=O)[nH]1,-0.28,0.12,-14
O=C(/C=C/c1cccc([N+](=O)[O-])c1)NCCc1ccc(F)cc1,-1.4,-1.3,36
COc1ccc(C(=O)NCC(=O)OCc2cccc(Br)c2)cc1,0.41,0.77,/
CCCCc1ccc(Nc2ncnc3nc[nH]c23)cc1,-2.1,-1.7,/
COC(=O)c1noc(-c2ccc(C)cc2)n1,0.52,0.23,12
CC(C)n1c(NCCc2ccccc2)nc2c1c(=O)n(C)c(=O)n2C,-0.4,0.13,-14
N#Cc1c(/N=C/C=C/c2ccccc2)sc2c1CCCC2,-0.39,-0.37,/
Cc1cccc(-c2nnc(-c3ccc(N)cc3)o2)c1,-0.96,-1.1,-33
CC(=O)Nc1ccc(/C=N/NC(=O)c2cccc(S(=O)(=O)N3CCOCC3)c2)cc1,1.6,1.5,/
COc1cc(/C=C/C(=O)O)cc(S(=O)(=O)Nc2ccccc2Cl)c1OC,-0.18,-1.1,7
CCOC(=O)N1CCN(C(=O)C2CCN(S(=O)(=O)c3ccc(C)cc3)CC2)CC1,0.76,-0.12,-40
CC(=O)C1=C(C)NC2(O)c3ccccc3C(=O)C12O (configuration not stated),/,/,-36
Cc1ccc(NC(=O)COC(=O)CNC(=O)c2ccc(Br)cc2)c(C)c1,-0.64,-1,-53
CCSc1ncc(Cl)c(C(=O)Nc2ccc(S(=O)(=O)Nc3onc(C)c3C)cc2)n1,0.23,-0.25,35
Cc1cc(NC(=O)c2sc(Nc3ccc(F)c(Cl)c3)nc2N)no1,/,/,17
CCN(CC)c1ccc2c(c1)C(=O)N(C)C2=O,0.81,0.8,68
COc1cccc(OC)c1C(=O)NC(C)c1ccccc1 (configuration not stated),-0.53,-0.76,-39
CN1CCN(P(=O)(c2ccccc2)c2nc3ccccc3s2)CC1 (configuration not stated),-0.2,-0.25,/
COc1ccc(C(C#N)Nc2ccc(C)cc2)cc1 (configuration not stated),0.59,-0.35,0
O=C(NCCn1cc(SCC(=O)N2CCOCC2)c2ccccc21)c1ccccc1,0.16,-0.45,/
# The listing continues:
SMILES,sdo1 growth,sdo1 growth Rescue 24 h,Insulin prom inh
Oc1ccc(-c2[nH]nc(-c3ccccc3)c2-c2nc3ccccc3[nH]2)cc1,0.34,0,-26
CCNS(=O)(=O)c1ccc(NC(=S)NCc2ccco2)cc1,0.44,-0.21,-11
O=C(C1CCCN(c2nnc(-n3cccc3)s2)C1)N1CCN(c2ccccc2)CC1 (configuration not stated),-1.1,-0.73,/
CC(C)(C)c1ccc(OC(=O)Cn2c(C(F)(F)F)nc3ccccc32)cc1,1.1,1.6,/
O=c1cc(N2CCc3ccccc3C2)[nH]c(=O)n1-c1ccc(Br)cc1,-0.5,-0.73,0
CC(=C/c1ccccc1)/C=N/Nc1nc(N2CCOCC2)nc(N2CCOCC2)n1,0.26,-0.14,33
FC(F)Sc1nc(-c2ccccc2)c(-c2ccccc2)n1C(F)F,-0.82,-0.74,15
Cc1cc(C)nc(N2CCN(CC(=O)NCc3ccccc3)CC2)n1,0.66,0.2,56
COC(=O)Cc1[nH]n(-c2nc3ccccc3s2)c(=O)c1C(C)=Nc1ccc(C)cc1,/,/,?
COc1ccc(CC(=O)Nc2cccc(C(=O)NN3C(=O)c4ccccc4C3=O)c2C)cc1,0.03,-0.2,-17
Cc1c(C)n(C(=O)CN2CCC(C(N)=O)CC2)c2ccccc12,-0.34,-0.69,0
CC(=O)c1c(C)[nH]c(C(=O)COC(=O)c2cc(S(=O)(=O)N(C)c3ccccc3)ccc2Cl)c1C,-0.49,-0.87,22
CCOC(=O)c1c(-c2ccccc2)csc1NC(=O)CSc1nnc(C)s1,-0.25,-0.35,38
O=[N+]([O-])c1ccc(/C=N/NC(=S)Nc2ccccc2)o1,-0.9,-0.86,-9
O=C(NC(Cc1ccccc1)C(=O)O)/C(=C/c1ccc(Cl)cc1)NC(=O)c1ccccc1 (configuration not stated),/,/,27
Cc1ccc(/C=N/n2c(C)nnc2C)o1,0.29,0.01,/
O=C(NCc1cccs1)C(=O)NCC1OCCCN1S(=O)(=O)c1ccc(F)cc1 (configuration not stated),-0.71,-1.4,/
Cc1cc(C=O)c(C)n1-c1cc(C(F)(F)F)ccc1N1CCOCC1,-1.2,-0.36,20
COc1ccc(/C=C(/NC(=O)c2ccco2)C(=O)N2CCCC2=O)cc1,/,/,10
CCOc1cccc2sc(NC(=O)c3ccc(Br)s3)nc12,-1.3,-0.9,/

# Fetched one by one from the list above (4):
SMILES,sdo1 growth,sdo1 growth Rescue 24 h,Insulin prom inh
CC(=O)c1c(C)[nH]c(C(=O)COC(=O)c2cc(S(=O)(=O)N(C)c3ccccc3)ccc2Cl)c1C,-0.49,-0.87,22
CCOC(=O)c1c(-c2ccccc2)csc1NC(=O)CSc1nnc(C)s1,-0.25,-0.35,38
O=[N+]([O-])c1ccc(/C=N/NC(=S)Nc2ccccc2)o1,-0.9,-0.86,-9
O=c1cc(N2CCc3ccccc3C2)[nH]c(=O)n1-c1ccc(Br)cc1,-0.5,-0.73,0

# The results go on:
SMILES,sdo1 growth,sdo1 growth Rescue 24 h,Insulin prom inh
CSC(=NC(C)c1ccccc1)NS(=O)(=O)c1cccs1 (configuration not stated),0.54,0.24,-76
Cc1ccc(C(=O)O)cc1NC(=O)Nc1ccc2c(c1)OCO2,/,/,-44
COc1ccc(/C=N\NC(=O)c2c(C)nc3ccc(Br)cn23)cc1,0.84,0.58,-346
COC(=O)c1ccc(=O)n(CC(=O)c2ccc(Cl)cc2)c1,/,/,-21
COc1cc(/C=N/NC(=O)c2nc(C)cc(C)n2)ccc1O,0.71,0.2,-12
O=C(CSc1nnc(Cc2ccccc2)n1C1CCCCC1)N1CCOCC1,-0.09,-0.69,-19
Cc1cc2cc(CN(Cc3ccc4c(c3)OCO4)Cc3nnnn3C3CCCC3)c(=O)[nH]c2cc1C,-1.3,-0.89,/
COc1ccc(NC(=O)CN2CCOCC2)cc1,-0.42,-0.96,-13
CC(=O)OCC(OC(C)=O)C(OC(C)=O)C(OC(C)=O)C(=O)Nc1ccccc1C (configuration not stated),2,2.7,-8
O=C(COc1ccc(Cl)cc1)N1CCN(c2ccc([N+](=O)[O-])c(N3CCCCC3)c2)CC1,-1,-0.2,-25
CCN(CC)c1ccc(C=Nc2ccc(N(C)C)cc2)c(O)c1,-0.44,-0.76,-13
CC(=O)c1ccc(N2CCN(C(=O)c3ccco3)CC2)c(F)c1,-1.2,-1.5,12
O=C(C1CCC1)N1CCC(O)(c2cccc(F)c2)CC1,/,/,-33
Cc1ccc(NC(=O)c2ccccc2NS(=O)(=O)c2ccc(Cl)s2)cc1,-1.8,-1.5,50
Cn1nnnc1SCC(=O)NNC(=O)c1ccc(Br)cc1,/,/,9
Cc1ccnc(NC(=O)Nc2ccc3c(c2)OCO3)c1,/,/,43
CC(C)(C)NC(=O)COC(=O)c1ccc(NC(=O)CC#N)cc1,/,/,-48
COCCNC(=O)c1ccccc1-c1nc(-c2ccccc2Cl)no1,0.72,0.2,33
CN(C(=O)C1CCOC1)c1nnc(-c2cccnc2)s1 (configuration not stated),0.85,1,35
CCOC(=O)C1C(c2ccccc2)C(C(=O)OCC)C1c1ccccc1 (configuration not stated),-0.37,-0.5,-20
CNc1ncc(C(=O)C(C)(C)C)s1,0.32,-0.89,-25
CCCCN(C(=O)CNC(=O)c1ccco1)C(C(=O)NC1CCCC1)c1ccc(OC)cc1 (configuration not stated),-0.81,-1.2,-63
CC(Sc1nncn1C)C(=O)Nc1nnc(C(C)C)s1 (configuration not stated),0.51,2,-10
O=C(N/N=C/c1ccc2nccnc2c1)c1cccc([N+](=O)[O-])c1,/,/,0
COc1ccc(C)cc1S(=O)(=O)N1CC(C)OC(C)C1 (configuration not stated),/,/,48
COc1cc(C(=O)NC2CCN(Cc3nnnn3Cc3cccs3)CC2)cc(OC)c1OC,0.5,-0.27,3
Cc1onc(-c2c(F)cccc2Cl)c1C(=O)NC1CCSC1=O (configuration not stated),5*,3.8*,17
O=C1CC(N2CCN(Cc3ccc4c(c3)OCO4)CC2)C(=O)N1Cc1ccc(N2CCCC2=O)cc1 (configuration not stated),-0.32,-1.3,0
COCCOC(=O)N/C=C\c1nc2ccccc2c(=O)[nH]1,1.1,0.53,14
C=CCn1c(SCc2ccc(Cl)c(Cl)c2)nnc1C(CO)NC(=O)c1ccc(OC)cc1 (configuration not stated),0.22,-0.41,-33
Cc1cnc([N+](=O)[O-])n1CCOC(=O)NC(=O)c1ccc(F)cc1,/,/,24
Cc1cc(C)n2nc(SCC(=O)N/N=C/c3ccccc3F)nc2n1,-0.23,-1.1,/
CCOC(=O)/C(C#N)=C1/C=CN(c2ccc(C)cc2)C=N1,1.5,1.6,6

# Full records from above. Order of screens: sdo1 growth | sdo1 growth Rescue 24 h | Insulin prom inh
# Cc1cc2cc(CN(Cc3ccc4c(c3)OCO4)Cc3nnnn3C3CCCC3)c(=O)[nH]c2cc1C in the list: -1.3 | -0.89 | /
# CNc1ncc(C(=O)C(C)(C)C)s1 in the list: 0.32 | -0.89 | -25
# O=c1cc(N2CCc3ccccc3C2)[nH]c(=O)n1-c1ccc(Br)cc1 in the list: -0.5 | -0.73 | 0
# Cc1cc(C(=O)N2CCCc3ccccc32)no1 in the list: -0.48 | -1.8 | 50
# FC(F)Sc1nc(-c2ccccc2)c(-c2ccccc2)n1C(F)F in the list: -0.82 | -0.74 | 15

# Screens from PubChem.
